Compound activity deposited in PubChem by National Center for Advancing Translational Sciences (NCATS).
Akt phos inh: HTS Assay for Inhibitors of Akt Phophorylation: Primary Screen. hit rate 0.32% among 360,000. Neuro2A IGF-stimulated pAkt S473 HTRF, 20 min; hits give low values. AID 651550, 2012. activity change, % for hits at 50 µM; in the data active = activity change below about -80%; inconclusive = mostly about -51% to -80%; note: % is set by controls: 0 for no effect and ±100 for the full control effect
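Neuro2A cells (4,500/well, DMEM with 0.5% FBS) were treated with compound at a single 50 µM final concentration, stimulated with 6 nM IGF for 20 min at 37 °C, and lysed. Phospho-Akt Ser473 was read by HTRF as 665/615 ratio ×10^4.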
PTHR1 ag: qHTS for PTHR1 Agonists: Primary Screen. Parathyroid hormone/parathyroid hormone-related peptide receptor (Homo sapiens), Q03431. HEK293 GP2 PTHR1 cells, GloSensor cAMP luminescence, 1 h. Potency, µM (doses to about 115 µM), inactives show top-dose activation, hits mostly activators. hit rate 0.075% among 410,000; note: potency is the fitted concentration of half-maximal effect; nearly all actives have a fitted effect of over 55% in size; some results filed as inactive show a strong effect at the top dose; inactives centre near -15; many of its hits are not listed in these tables
Target sequence (Q03431 whole entry, looked up): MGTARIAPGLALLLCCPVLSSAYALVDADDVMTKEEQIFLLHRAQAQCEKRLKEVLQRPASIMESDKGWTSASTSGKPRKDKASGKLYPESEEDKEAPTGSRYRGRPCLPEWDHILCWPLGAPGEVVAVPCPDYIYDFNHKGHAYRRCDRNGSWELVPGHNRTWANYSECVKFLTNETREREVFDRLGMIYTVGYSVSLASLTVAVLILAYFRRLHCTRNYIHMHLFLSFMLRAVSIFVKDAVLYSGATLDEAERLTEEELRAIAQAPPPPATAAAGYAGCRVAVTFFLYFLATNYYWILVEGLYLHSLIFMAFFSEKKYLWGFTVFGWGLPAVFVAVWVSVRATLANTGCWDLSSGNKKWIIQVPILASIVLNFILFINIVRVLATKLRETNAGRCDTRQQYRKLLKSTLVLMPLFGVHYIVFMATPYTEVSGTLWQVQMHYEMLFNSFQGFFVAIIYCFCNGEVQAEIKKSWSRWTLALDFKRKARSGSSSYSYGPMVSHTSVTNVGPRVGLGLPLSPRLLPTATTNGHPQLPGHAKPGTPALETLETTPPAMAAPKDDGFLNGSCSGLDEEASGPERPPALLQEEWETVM
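HEK-293-derived GP2 cells expressing PTHR1 and a GloSensor cAMP reporter, 3,000/well, plated overnight, given luciferin plus IBMX (each 0.5 mM as added) for 1 h at 37 °C, then compound for 1 h at 37 °C. Luminescence was read after 15 min at room temperature.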
GLP-1R inv ag: qHTS of GLP-1 Receptor Inverse Agonists (Inhibition Mode) | Glucagon-like peptide 1 receptor (Homo sapiens), P43220 | HEK293 GLP-1R CRE-luciferase, luminescence, 24 h; GLP-1R form is constitutively active | Potency, µM (doses to about 38.3 µM), for inactives: at the top dose activity change, negative = inhibition, most hits filed as inhibitors | hit rate 1.6% among 410,000; note: potency is the fitted concentration of half-maximal effect; % is set by controls: 0 for no effect and ±100 for the full control effect; nearly all actives have a fitted effect of over 55% in size
Target sequence (P43220 whole entry, looked up): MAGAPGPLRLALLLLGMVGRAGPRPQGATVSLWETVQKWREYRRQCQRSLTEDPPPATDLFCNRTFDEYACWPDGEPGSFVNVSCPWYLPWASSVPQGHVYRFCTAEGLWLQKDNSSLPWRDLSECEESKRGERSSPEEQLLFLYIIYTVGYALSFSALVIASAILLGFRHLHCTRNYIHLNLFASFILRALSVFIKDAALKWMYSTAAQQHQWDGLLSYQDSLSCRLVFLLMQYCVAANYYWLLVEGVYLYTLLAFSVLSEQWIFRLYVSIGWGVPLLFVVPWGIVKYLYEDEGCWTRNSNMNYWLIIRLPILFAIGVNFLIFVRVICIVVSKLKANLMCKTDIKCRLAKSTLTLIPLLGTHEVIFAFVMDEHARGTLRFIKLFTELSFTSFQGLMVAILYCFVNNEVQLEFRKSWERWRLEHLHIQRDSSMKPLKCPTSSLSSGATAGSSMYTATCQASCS
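Readout was luciferase luminescence, measured 12 min after detection reagent at room temperature. Beforehand, GLP-1R reporter HEK293 cells had sat 12 h, then received compounds for 24 hr at 37 deg C.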
FUS yeast rescue: qHTS for Suppressors of FUS Proteinopathy: Primary screen using FUS-linked yeast assay. S. cerevisiae FUS-expressing, growth rescue, OD600, 24 h. hit rate 0.24% among 390,000. AID 1347120, 2019. Potency, µM (doses to about 76.6 µM), inactives show at the highest dose growth rescue (activation), usual class: activators;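 note: potency is the fitted concentration of half-maximal effect; plate controls were DMSO vehicle for no effect and reference control for full effect; nearly all actives have a fitted effect of over 55% in size; some results filed as inactive show a strong effect at the top dose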
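FUS-expressing yeast, raffinose-pregrown, induced in 2% galactose minimal medium at OD 0.005; compounds in a dilution series, 24hr at 30C. Growth restoration read as absorbance at 600 nm. CP55940 positive control, DMSO negative.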
aSyn rescue: qHTS of alpha-syn Inhibitors. Yeast expressing alpha-synuclein, growth rescue, BacTiter-Glo, 24 h. Potency, µM (doses to about 46.1 µM), for inactives: top-dose growth rescue (activation), hits mostly activators. hit rate 0.14% among 370,000; note: potency is the fitted concentration of half-maximal effect; % of control where 0% means no effect; nearly all actives have a fitted effect of over 65% in size
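Rescue of yeast growth: cells expressing toxic alpha-synuclein, induced in galactose at OD600 0.02, incubated with compound 24 h at 30 C. ATP luminescence quantified growth; inhibitors of toxicity appear as activators.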
TDP-43 yeast inh: qHTS of TDP-43 Inhibitors; TDP-43 expressing yeast growth rescue, BacTiter-Glo, 24 h; Potency, µM (highest dose often 46.1 µM), for the others: at the highest dose growth rescue (activation), hits mostly activators; hit rate 1.8% among 410,000; AID 652104, 2013; note: potency is the fitted concentration of half-maximal effect; % of control where 0% means no effect; nearly all actives have a fitted effect of over 50% in size
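Luminescence from BacTiter-Glo reports growth of TDP-43-expressing yeast after 24 hr at 30 deg C with compound. Cells were raffinose-pregrown to mid-log, then seeded in galactose medium at OD600=0.02.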
DRD3 antagonist: qHTS of D3 Dopamine Receptor Antagonist: qHTS. D3R cells, DiscoveRx beta-arrestin luminescence, antagonist mode; hits give low values. hit rate 2.5% among 360,000. AID 652054, 2013. max response, negative = inhibition, %. D(3) dopamine receptor (Homo sapiens), P35462; in the data active = max response below about -50%; inconclusive = no clear call, values can overlap the other calls; note: % is set by controls: 0 for no effect and ±100 for the full control effect; mostly tested at two doses, the higher about 12 µM
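Cells plated overnight at 1500 cells/well, then exposed to library compounds with dopamine controls for 90 minutes at 37 degrees C. DiscoveRx reagent added for 30–60 minutes at room temperature; luminescence read, quantitative HTS format.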
Abeta yeast res: qHTS for compounds that reverse cellular toxicity of Amyloid beta (A-beta) peptide in yeast: Primary Screen; hit rate 0.063% among 410,000; yeast expressing A-beta42, growth rescue, OD600, 48 h; response scale: 0% DMSO, 100% iron-clioquinol control; Potency, µM (titrated, usually from 46.1 µM), inactives show at the highest dose growth rescue, hits mostly activators; note: potency is the fitted concentration of half-maximal effect; nearly all actives have a fitted effect of over 55% in size
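Growth rescue measured by 600 nm absorbance after 48 h yeast culture at 30 C with compound. Values normalized between DMSO and an equimolar ferric chloride plus clioquinol control.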
GLP-1R agonist: qHTS of GLP-1 Receptor Agonists; HEK293 GLP-1R CRE-luciferase, luminescence, 4-6 h; cells express a hypersensitive GLP-1R form; Potency, µM (series often up to 45.6 µM), without a hit: at the top dose activation, hits mostly activators; hit rate 0.007% among 380,000; note: potency is the fitted concentration of half-maximal effect; % of control where 0% means no effect
The depositor's hits bear a star; i = inactive; ? = inconclusive; / = not tested or not shown; [ ] = remark or other dose. Unless noted, calls come from the whole dose curve; as a rule, active = well fitted curve in the direction sought with a large enough effect; inconclusive = small, poorly fitted or top-dose-only effect, or another doubt; inactive = no such curve, though single readings can be large; an effect the other way counts as inactive or inconclusive. The list is partial. The share of hits here may be higher or lower than overall.

#1 COCc1cc(C)nc2sc(C(=O)Nc3ccccc3Br)c(N)c12
#2 COc1ccc(-c2csc(NC(=S)NC(=O)c3ccco3)n2)cc1Br
#3 N=c1c(C(=O)NC2CCCCC2)cc2c(=O)n3ccccc3nc2n1Cc1ccccc1
#4 COC(=O)c1cccc(Cn2nc(C)c([N+](=O)[O-])c2C)c1
#5 CCCOc1ccc(C(=O)Nc2ccc3c(c2)OCCO3)cc1
#6 CC(C)CC1C(=O)N(Cc2cn(CCC3OCCCO3)nn2)CCS(=O)(=O)N1Cc1ccc(-c2ccc(Cl)nc2)cc1 (stereo unspecified)
#7 COc1cccc(NC(=O)Cn2c(=O)n(-c3ccccc3)c(=O)c3oc4ccccc4c32)c1
#8 CCN(CC)S(=O)(=O)c1ccc(NC(=O)c2cc(C(=O)OC)cc([N+](=O)[O-])c2)cc1
Assay by compound,1,2,3,4,5,6,7,8
Akt phos inh,i,i,i,i,i,i,i,i
PTHR1 ag,i,-10%,-3%,-42%[inhibitor],-27%,-13%,-16%,i
GLP-1R inv ag,18%,7%,102%[activator],-23%,?,-19%,-1%,4%
FUS yeast rescue,-9%,16%,14%,1%,-4%,45%,/,10%
aSyn rescue,2%,-4%,2%,0%,-4%,4%,-6%,-10%
TDP-43 yeast inh,4%,10%,-13%,?,-8%,6%,5%,12%
DRD3 antagonist,11,-6,-16,4,-1,15,?,-5
Abeta yeast res,3%,15%,17%,-2%,0%,-2%,-6%,9%
GLP-1R agonist,13%,-2%,16%,3%,-11%,-3%,-2%,8%

#9 COc1ccc(C/C(C)=N/Nc2nc(C)cc(=O)[nH]2)cc1
#10 COc1ccc2[nH]c3c(c2c1)CCN1C(=O)C(CC(=O)NCCCn2ccnc2)C[C@H](C(=O)N2CCOCC2)[C@@]31C (stereo partly specified)
#11 CCCOc1ccc(-c2nc(=S)[nH][nH]2)cc1
#12 CN(C(=O)COC(=O)/C=C/c1cn(-c2ccccc2)nc1-c1ccc2c(c1)OCCO2)C1CCS(=O)(=O)C1 (stereo unspecified)
#13 COC(=O)c1cc(C(=O)OCC(=O)N2CCCCC2)cc([N+](=O)[O-])c1
#14 CC(C)Cn1cc(-c2cccc3nccn23)cn1
#15 Cc1cc(C)n2nc(SCC(=O)N3CCN(c4ccccc4)CC3)nc2n1
#16 N#C/C(=C\c1ccccc1)c1nc2ncccc2[nH]1
Assay by compound,9,10,11,12,13,14,15,16
Akt phos inh,i,i,i,i,i,i,i,i
PTHR1 ag,-11%,-8%,-11%[57.5 µM],i,-19%,i,i,-7%
GLP-1R inv ag,-3%,?,-24%,15%,4%,26%,17%,60%[activator]
FUS yeast rescue,-7%,-10%,7%,32%,-3%,-25%,/,-7%
aSyn rescue,-5%,1%,-3%,-6%,0%,-2%,3%,7%
TDP-43 yeast inh,9%,9%,18%,3%,-13%,11%,14%,10%
DRD3 antagonist,-2,21,-4,15,1,62,21,-24
Abeta yeast res,4%,-2%,16%,-8%,-16%,10%,2%,20%
GLP-1R agonist,-1%,5%,-11%,23%,11%,0%,21%,-1%

#17 CCN(CC)CCN1C(=O)C(=O)/C(=C(/O)c2ccc(F)cc2)C1c1cccnc1 (stereo unspecified)
#18 C#CCOCCOCCOCCNc1nc(N2CCN(C(=O)Cn3cc(CC(C)O)nn3)CC2)nc(N2CCN(C(=O)[C@H](C)n3cc(CCC(=O)O)nn3)CC2)n1 (stereo partly specified)
#19 c1ccc(-c2nnn(C34CC5CC(CC(C5)C3)C4)n2)cc1
#20 CN1C(C(=O)NCc2ccco2)=CC(c2ccc(F)cc2)=NS1(=O)=O
#21 CCN(CC)c1ccc(C=Nc2cccc(S(=O)(=O)N3CCOCC3)c2)c(O)c1
#22 CC(C)Sc1nc(SCC(=O)O)c2c3c(sc2n1)COC(C)(C)C3
#23 COc1ccc(C(CNC(=O)c2cc(C)on2)N(C)C)cc1 (stereo unspecified)
#24 C/C(=N/NC(=O)Cn1nc2ccccc2n1)c1ccc(F)cc1
Assay by compound,17,18,19,20,21,22,23,24
Akt phos inh,i,i,i,/,i,i,i,i
PTHR1 ag,i,i,i,i,-3%,-13%,-14%,-22%
GLP-1R inv ag,4%,13%,?,4%,-21%,5%,-21%,0%
FUS yeast rescue,-15%,-13%,4%,5%,/,-7%,-4%,/
aSyn rescue,-1%,1%,-16%,12%,-1%,-5%,-1%,-7%
TDP-43 yeast inh,-1%,11%,22%,7%,26%,-4%,-10%,0%
DRD3 antagonist,-9,0,7,-8,16,-2,-25,25
Abeta yeast res,-1%,-15%,9%,-23%,1%,6%,-15%,-18%
GLP-1R agonist,-6%,5%,-2%,4%,10%,10%,3%,0%

#25 COc1ccc(CNC(=O)Cn2cncn2)cc1OC
#26 O=C(Nc1ccc(F)c(F)c1)c1cc(S(=O)(=O)NCc2ccc3c(c2)OCO3)ccc1F
#27 CCN(CC)C(=O)c1ccc2c(c1)N(Cc1ccc(C(F)(F)F)cc1)C(=O)c1ccccc1S2
#28 Cn1c(=O)n(C)c2cc(/C=N/NC(N)=S)ccc21
#29 Cc1c(Cl)c([N+](=O)[O-])nn1CCCC(=O)Nc1cc(Cl)ccc1Cl
#30 NC(=O)C1CCN(C(=O)c2cc3n(n2)C(C(F)(F)F)CC(c2ccco2)N3)CC1 (stereo unspecified)
#31 O=C(NCCN1CCOCC1)/C(=C\c1ccccc1F)NC(=O)c1ccccc1
#32 NC(=O)CN1C(=O)C(=O)N(Cc2cccc(Cl)c2)C1=O
Assay by compound,25,26,27,28,29,30,31,32
Akt phos inh,i,/,/,i,i,i,i,i
PTHR1 ag,21%,-16%,-14%,-3%,i,i,5%,i
GLP-1R inv ag,?,?,?,36%[activator],?,3%,11%,6%
FUS yeast rescue,5%,6%,?,13%,/,-18%,6%,-24%
aSyn rescue,-2%,/,/,-6%,-8%,1%,-5%,1%
TDP-43 yeast inh,-25%,-20%,-3%,13%,-12%,0%,-23%,14%
DRD3 antagonist,10,/,/,-21,50,-7,-3,-7
Abeta yeast res,-16%,-14%,-9%,-22%,6%,11%,0%,-7%
GLP-1R agonist,1%,/,-5%,11%,2%,2%,-3%,2%

#33 Cc1cc(N2CCOCC2)nc(-c2ccc([N+](=O)[O-])cc2)n1
#34 COc1ccc(N2CCN(C(CNC(=O)COc3ccccc3)c3ccco3)CC2)cc1 (stereo unspecified)
#35 CCN1C(=Nc2ccc(Cl)cc2)SC/C1=C\C(=O)OC
#36 CCOc1ccc(CNC(=O)CN2C(=O)CSc3ccc(S(=O)(=O)N4CCOCC4)cc32)cc1
#37 O=C(CNC(=O)c1ccc(Br)cc1)c1ccccc1
#38 COc1ccc2[nH]c(=O)c(CN(C(=O)c3ccccn3)c3ccccc3)cc2c1
#39 COc1ccc(-n2cnnc2SCC(=O)Nc2cccc(S(N)(=O)=O)c2)cc1
#40 CC1(C(=O)NS(=O)(=O)c2cccc(Cl)c2)CCN1C(=O)Cc1ccsc1 (stereo unspecified)
Assay by compound,33,34,35,36,37,38,39,40
Akt phos inh,i,i,i,i,i,i,i,i
PTHR1 ag,i,-30%,-17%[57.5 µM],i,-30%[inhibitor],-9%,i,-7%
GLP-1R inv ag,27%,?,0%,-9%,-10%,7%,-3%,7%
FUS yeast rescue,/,12%,-24%,30%,-27%,-17%,17%,-24%
aSyn rescue,6%,-7%,0%,-6%,-3%,-4%,2%,-1%
TDP-43 yeast inh,27%,-14%,0%,5%,-7%,13%,-8%,27%
DRD3 antagonist,8,3,13,-14,?,16,12,12
Abeta yeast res,4%,-7%,-3%,3%,-5%,-9%,9%,-6%
GLP-1R agonist,7%,-8%,3%,0%,0%,13%,5%,-3%

Entries of single compounds as entered above. Order of screens: Akt phos inh | PTHR1 ag | GLP-1R inv ag | FUS yeast rescue | aSyn rescue | TDP-43 yeast inh | DRD3 antagonist | Abeta yeast res | GLP-1R agonist
CCOc1ccc(CNC(=O)CN2C(=O)CSc3ccc(S(=O)(=O)N4CCOCC4)cc32)cc1 as listed: i | i | -9% | 30% | -6% | 5% | -14 | 3% | 0%
CCN1C(=Nc2ccc(Cl)cc2)SC/C1=C\C(=O)OC as listed: i | -17%[57.5 µM] | 0% | -24% | 0% | 0% | 13 | -3% | 3%

(list continues)
#41 Clc1cccc(OCc2nnc(-c3ccccc3Br)o2)c1
#42 COCc1cc(C)n(CC(=O)NCC2CCCO2)c(=O)c1C#N (stereo unspecified)
#43 CC(NC(=O)c1ccc(Cl)c(Cl)c1)c1ccc(-c2ccccc2)cc1 (stereo unspecified)
#44 CC(=O)Nc1ccc(N(C(=O)c2cnccn2)C(C(=O)NC2CCCCC2)c2ccc(O)cc2)cc1 (stereo unspecified)
#45 CN(C)C(=O)CN1CCN(Cc2nc(CC3CC3)no2)CC1
#46 CC1=CC=CC2=NC(=O)CC(C)(C(=O)N(CC(=O)NC(C)C)C3CCCC3)N12 (stereo unspecified)
Assay by compound,41,42,43,44,45,46
Akt phos inh,i,i,i,i,i,i
PTHR1 ag,-1%,i,-53%[inhibitor],-2%[57.5 µM],i,i
GLP-1R inv ag,?,8%,1%,-10%,8%,-7%
FUS yeast rescue,13%,4%,-33%,15%,-20%,5%
aSyn rescue,?,-1%,-6%,15%,0%,1%
TDP-43 yeast inh,18µM*,-10%,9%,-15%,-16%,-8%
DRD3 antagonist,0,2,24,-10,0,8
Abeta yeast res,5%,-2%,8%,2%,3%,8%
GLP-1R agonist,31%,1%,8%,-1%,3%,-7%
